PhoP GFP inhibition = Inhibition of PhoP regulon, Salmonella typhi GFP reporter cells, confirmation, 4 h (AID 1850) | Salmonella Typhi PhoP-promoter GFP reporter, fluorescence, 4 h; higher % means a stronger effect | one-dose inhibition, % at 50 µM; IC50 in µM for titrated hits | hit rate 0.33% among 310,000; in the data active means a potency from the dose series; inconclusive means inhibition mostly from about 25% at the one dose, without a potency; inactive means the rest, 99 in 100 with inhibition below about 19%;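 further: 0% = induced wells with vehicle and 100% = uninduced wells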
M. tuberculosis = growth inhibition of non-replicating M. tuberculosis (AID 488890) | one-dose inhibition, % at 25 µM; IC50 in µM for titrated hits | Mycobacterium tuberculosis non-replicating, growth inhibition; higher % means a stronger effect | hit rate 0.39% among 320,000; in the data active means a potency from the dose series; inconclusive means inhibition mostly from about 82% at the one dose, without a potency; inactive means the rest, 99 in 100 with inhibition below about 76%;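 further: plate controls were DMSO cells for no effect and high antibiotic wells for full effect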
H37Rv inhibition = M. tuberculosis growth inhibition, HTS (AID 449762); M. tuberculosis H37Rv growth inhibition, 7H9 media; higher % means a stronger effect; inhibition, % at 25 µM; hits with a dose series show IC50 in µM; hit rate 0.59% among 330,000; in the data active means a potency from the dose series; inconclusive means inhibition above about 70% without an active follow-up result;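 further: bacterial growth assessed after seven days of incubation; strong numbers were not always called active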
VEEV TC-83 Vero = inhibitors of VEEV TC-83 cytopathic effect, confirmation, Vero cells (AID 588727) | Vero cells, VEEV TC-83 cytopathic effect inhibition; higher % means a stronger effect | hit rate 0.13% among 350,000 | one-dose inhibition, % at 20 µM; IC50 in µM for titrated hits; in the data active means a potency from the dose series; inconclusive means inhibition mostly from about 14% at the one dose, without a potency; inactive means the rest, 99 in 100 with inhibition below about 12%; further: strong numbers were not always called active
influenza NS1A = H1N1 influenza NS1A inhibitors, functional cell based assay (AID 504329). NS1A functional cell-based assay, percent inhibition; higher % means a stronger effect. inhibition, % at 12.5 µM; hits with a dose series show IC50 in µM. hit rate 0.3% among 340,000; in the data active means a potency from the dose series; inconclusive means inhibition above about 27% without an active follow-up result; further: strong numbers were not always called active
Numbers without * were called inactive; i = inactive; ? = inconclusive; / = not tested or not shown.

Letter code: A = PhoP GFP inhibition; B = M. tuberculosis; C = H37Rv inhibition; D = VEEV TC-83 Vero; E = influenza NS1A
> COC(=O)C(c1ccccc1)N1CCCCCC1 (centres undefined)
  A = -5%	B = -16%	C = -2%	D = 0.9%	E = -10%
> COC(=O)c1ccc(/C=N/NC(=O)CC(=O)NC2CCCCC2)cc1
  A = -6%	B = 8%	C = 2%	D = 1.0%	E = 4%
> O=C(N/N=C/c1ccc(Cl)c([N+](=O)[O-])c1)C1CC1
  A = 6%	B = 16%	C = 3%	D = 0.0%	E = 2%
> Cc1ccc(-c2nc(SCC(=O)Nc3cc(S(=O)(=O)N4CCCCC4)ccc3Cl)n[nH]2)cc1
  A = -12%	B = 20%	C = -6%	D = 0.1%	E = -7%
> COc1ccc(-n2cnc3cc(C(=O)N4CCC5(CC4)OCCO5)ccc32)cc1
  A = -3%	B = 22%	C = 4%	D = 1.4%	E = 13%
> COc1ccc(CCNC2CCCCC2)cc1OC
  A = -8%	B = 0%	C = 4%	D = 0.2%	E = 0%
> Cc1ccc(S(=O)(=O)N2CCN(CC(=O)NC(=O)NCc3ccco3)CC2)cc1C
  A = -5%	B = -1%	C = 14%	D = 0.8%	E = 0%
> Cc1ccc(N(CC(=O)NC2CCCCC2)C(=O)CNC(=O)c2cccs2)cc1
  A = 5%	B = 5%	C = 1%	D = 0.1%	E = -2%
> O=C1NC(=O)N(c2ccccc2)C(=O)/C1=C/C=C/c1ccco1
  A = 1%	B = /	C = -1%	D = ?	E = -5%
> Nc1ccccc1SCCS(=O)(=O)c1ccc(Cl)cc1
  A = -2%	B = 51%	C = 5%	D = i	E = -11%
> c1csc(-c2nnsc2-c2nc3ccccc3[nH]2)c1
  A = -10%	B = /	C = -11%	D = 1.8%	E = 3%
> Cc1oc2cc3oc(=O)c(CC(=O)N[C@@H](C)C(=O)NC(Cc4ccc(Cl)cc4)C(=O)O)c(C)c3cc2c1C (some centres undefined)
  A = 14%	B = 13%	C = -3%	D = 0.1%	E = 1%
> CC(C)C[C@H]1COCCS(=O)(=O)N1Cc1ccc(Cl)c(Cl)c1
  A = -3%	B = -6%	C = 0%	D = 1.4%	E = 1%
> CNc1nc(C)nc(-n2nc(C)cc2C)n1
  A = -8%	B = 38%	C = -1%	D = 1.0%	E = 3%
> CC(C)Oc1ccc(CNC(=O)c2ccc3c(c2)N(C)CCS3)cc1
  A = 0%	B = 33%	C = -3%	D = 4.8%	E = 31%
> NC(=O)CC(NC(=O)Cc1cccc2ccccc12)c1ccc(NCCN2CCCCC2)c([N+](=O)[O-])c1 (centres undefined)
  A = 4%	B = /	C = -1%	D = 0.3%	E = -4%
> CCN1CCCC1CNS(=O)(=O)c1cc(Br)cc2c1N(C(=O)C1CC1)CC2 (centres undefined)
  A = 1%	B = -5%	C = -3%	D = 4.7%	E = 5%
> CCOC(=O)C1=C(c2ccccc2)Nc2ncnn2C1c1cc(OC)cc(OC)c1OC (centres undefined)
  A = -12%	B = 14%	C = -2%	D = i	E = -7%
> CCOC(=O)C1CCN(/C=C2/C(=O)NC(=S)N(c3cccc(OC)c3)C2=O)CC1
  A = -1%	B = -3%	C = -11%	D = 0.1%	E = 10%
> COc1ccc(O)c(/C=N/NC(=O)c2ccc(N3CCCC3=O)cc2)c1
  A = 10%	B = 43%	C = 15%	D = ?	E = 2%
> CCN(CC)S(=O)(=O)c1ccc2c(c1)c(=O)c(C(=O)NCc1cccs1)cn2C
  A = -8%	B = -6%	C = -3%	D = 0.6%	E = 2%
> COc1ccccc1OCC(=O)Nc1cc(S(=O)(=O)N2CCCCC2)ccc1N1CCCCC1
  A = -8%	B = 19%	C = 19%	D = 6.4%	E = 4%
> COc1cc2c(cc1OC)C(c1cccc([N+](=O)[O-])c1)NC(=O)C2 (centres undefined)
  A = -17%	B = -11%	C = 9%	D = 0.1%	E = 3%
> COc1ccc([N+](=O)[O-])cc1NS(=O)(=O)c1cc(C(=O)N2CCN(C)CC2)ccc1OC
  A = /	B = 2%	C = 0%	D = 1.2%	E = -8%
> CCNC(=S)NNC(=O)c1ccc(S(=O)(=O)NCc2ccco2)cc1
  A = /	B = -8%	C = 5%	D = 0.2%	E = -1%

A portion from further up:
Letter code: A = PhoP GFP inhibition; B = M. tuberculosis; C = H37Rv inhibition; D = VEEV TC-83 Vero; E = influenza NS1A
> COC(=O)C(c1ccccc1)N1CCCCCC1 (centres undefined)
  A = -5%	B = -16%	C = -2%	D = 0.9%	E = -10%
> COC(=O)c1ccc(/C=N/NC(=O)CC(=O)NC2CCCCC2)cc1
  A = -6%	B = 8%	C = 2%	D = 1.0%	E = 4%
> O=C(N/N=C/c1ccc(Cl)c([N+](=O)[O-])c1)C1CC1
  A = 6%	B = 16%	C = 3%	D = 0.0%	E = 2%

Record cards, as listed above. Order of screens: PhoP GFP inhibition | M. tuberculosis | H37Rv inhibition | VEEV TC-83 Vero | influenza NS1A
Profile of `CNc1nc(C)nc(-n2nc(C)cc2C)n1` → -8% | 38% | -1% | 1.0% | 3%
Profile of `CC(C)C[C@H]1COCCS(=O)(=O)N1Cc1ccc(Cl)c(Cl)c1` → -3% | -6% | 0% | 1.4% | 1%

Next compounds follow:
Letter code: A = PhoP GFP inhibition; B = M. tuberculosis; C = H37Rv inhibition; D = VEEV TC-83 Vero; E = influenza NS1A
> CCN1CCCc2cc(CN(CCN3CCOCC3)C(=O)Nc3ccc(C)c(C)c3)ccc21
  A = -9%	B = 30%	C = -2%	D = 1.6%	E = 23%
> NC(=O)Nc1ccc(F)cc1
  A = 7%	B = -5%	C = 4%	D = 0.1%	E = 3%
> COCCNCCCOc1ccc(Br)cc1Cl
  A = 5%	B = 2%	C = 9%	D = 0.1%	E = 1%
> COc1cccc(CNC(=O)CNC(=S)N(Cc2ccccc2)Cc2ccccc2F)c1
  A = /	B = /	C = /	D = 5.0%	E = -4%
> CCOC(=O)C1(C)NC(c2cc(OC)c(OC)c(OC)c2)C2C(=O)N(CC)C(=O)C21 (centres undefined)
  A = -11%	B = 4%	C = -3%	D = 2.0%	E = -6%
> O=C(NCc1cccc2[nH]ccc12)C1CCC(=O)N(CCc2ccccc2)C1 (centres undefined)
  A = 0%	B = 2%	C = -1%	D = 2.2%	E = 2%
> COC(=O)c1cc2ccsc2n1Cc1nc(-c2cccc(Cl)c2)oc1C
  A = -4%	B = -2%	C = -5%	D = 2.3%	E = -6%
> CCCCC(=O)Nc1cccc(NC(=O)c2ccc(Br)o2)c1
  A = 2%	B = 11%	C = -4%	D = 1.0%	E = 27%
> COc1cc(CC(=O)OCc2cccc([N+](=O)[O-])c2)cc(OC)c1OC
  A = -29%	B = 58%	C = -5%	D = 0.7%	E = -7%
> C=CCc1ccc(OCCCOc2ccc(C)c(C)c2)c(OC)c1
  A = 6%	B = 9%	C = -11%	D = 0.4%	E = -9%
> N#CCOC(=O)[C@H](Cc1ccccc1)N1C(=O)c2ccccc2C1=O
  A = -8%	B = 30%	C = 7%	D = i	E = -10%
> CCOc1ccc(Cl)cc1/C=N/NC(=O)c1ccccc1
  A = 10%	B = 12%	C = 8%	D = i	E = 14%
> COC(=O)c1ccccc1NC(=O)n1cc(C)cn1
  A = 16%	B = -6%	C = -5%	D = 0.5%	E = -17%
> COc1ccc2ccccc2c1/C=N/NC(=S)Nc1cc(S(=O)(=O)N2CCOCC2)ccc1N1CCOCC1
  A = -1%	B = -13%	C = 2%	D = 0.4%	E = 9%
> CCCc1cc(=O)n2c(nc3ccccc32)[nH]1
  A = -1%	B = -2%	C = -2%	D = 0.4%	E = -22%

Fetched one by one from above (5):
Letter code: A = PhoP GFP inhibition; B = M. tuberculosis; C = H37Rv inhibition; D = VEEV TC-83 Vero; E = influenza NS1A
> CCCc1cc(=O)n2c(nc3ccccc32)[nH]1
  A = -1%	B = -2%	C = -2%	D = 0.4%	E = -22%
> COc1cc(CC(=O)OCc2cccc([N+](=O)[O-])c2)cc(OC)c1OC
  A = -29%	B = 58%	C = -5%	D = 0.7%	E = -7%
> CCOC(=O)C1(C)NC(c2cc(OC)c(OC)c(OC)c2)C2C(=O)N(CC)C(=O)C21 (centres undefined)
  A = -11%	B = 4%	C = -3%	D = 2.0%	E = -6%
> COC(=O)c1ccccc1NC(=O)n1cc(C)cn1
  A = 16%	B = -6%	C = -5%	D = 0.5%	E = -17%
> COCCNCCCOc1ccc(Br)cc1Cl
  A = 5%	B = 2%	C = 9%	D = 0.1%	E = 1%

From PubChem BioAssay
